Screening data: PubChem, several laboratories
RmlCD inh 1536 = M. tuberculosis RmlC/RmlD coupled enzyme inhibitors, primary screen, biochemical, compound mixtures, 384-well, from 1536-well plates. dTDP-4-dehydrorhamnose reductase (Mycobacterium tuberculosis (strain ATCC 25618 / H37Rv)) …. RmlC+RmlD coupled enzyme assay, percent inhibition; primary screen in compound mixtures. inhibition, % at 3.6 µM. actives 0.03% (n = 160,000). AID 1533, 2009; in the data active = inhibition mostly above about 34%, no sharp cut-off; inconclusive = no clear call, values can overlap the other calls; inactive = mostly below about 22%; note: some results filed as inactive read as strong as hits
Target sequence (P9WH09 whole entry, looked up): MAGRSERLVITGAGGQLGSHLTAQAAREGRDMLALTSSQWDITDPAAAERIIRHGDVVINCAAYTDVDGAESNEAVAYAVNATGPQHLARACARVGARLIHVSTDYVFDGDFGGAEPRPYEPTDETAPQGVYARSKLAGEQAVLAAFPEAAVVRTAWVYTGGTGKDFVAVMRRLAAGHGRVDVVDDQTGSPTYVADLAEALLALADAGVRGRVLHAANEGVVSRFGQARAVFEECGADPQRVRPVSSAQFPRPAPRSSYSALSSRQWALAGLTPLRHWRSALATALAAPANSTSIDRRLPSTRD
Target sequence (P9WH11 whole entry, looked up): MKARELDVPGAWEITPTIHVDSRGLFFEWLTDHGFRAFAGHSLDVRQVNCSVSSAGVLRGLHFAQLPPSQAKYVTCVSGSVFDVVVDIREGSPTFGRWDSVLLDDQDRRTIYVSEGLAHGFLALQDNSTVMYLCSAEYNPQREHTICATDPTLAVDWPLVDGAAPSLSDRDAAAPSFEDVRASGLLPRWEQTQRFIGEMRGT
GlmU inhibition = inhibition of mycobacterial GlmU enzyme – biochemical, glucosamine-1-phosphate acetyltransferase (AID 1376); M. tuberculosis GlmU acetyltransferase enzyme assay; higher % means a stronger effect; one-dose inhibition, %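 (tested at 30 µM in the primary screen)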; IC50 in µM for titrated hits; actives 0.25% (n = 220,000); Bifunctional protein GlmU (Mycobacterium tuberculosis (strain ATCC 25618 / H37Rv)); in the data active = inhibition above about 13%; inconclusive = no clear call, values can overlap the other calls;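 note: 0% = complete reaction with vehicle and 100% = reaction without substrate; strong numbers were not always called active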
The depositor's hits bear a star; ? = inconclusive; . = no result given.

SMILES	RmlCD inh 1536	GlmU inhibition
O=C1/C(=C/c2ccccn2)SC(=S)N1NS(=O)(=O)c1ccccc1	-10	3.4%
O=C(O)CCSc1nnc(-c2ccccc2)n1-c1ccccc1	.	7.8%
CCc1ccc(Nc2nnc(SCC(=O)c3ccc4c(c3)NC(=O)CO4)s2)cc1	-51	1.7%
CCOC(=O)c1c(NC(=O)CN2CCN(C(=O)c3ccco3)CC2)sc2c1CCCC2	-9	.
Cc1oc2nc(SCC(=O)NCc3cccnc3)nc(N)c2c1C	7	-1.8%
CC(C)c1cc(C(=O)N2CCCC(CCC(=O)N3CCN(c4ccccn4)CC3)C2)no1 (stereo not given)	.	-14%
COc1ccc(-c2nn(-c3ccccc3)cc2/C=N/NC(=O)c2cccc(S(=O)(=O)Nc3ccccc3Cl)c2)cc1	.	3.6%
O=C(CN1CCOCC1)Nc1scc(-c2ccccc2)c1C(=O)N1CCOCC1	11	2.2%
CCCNC(=O)NC(=O)COC(=O)CC(NC(N)=O)c1ccc(Cl)cc1 (stereo not given)	-11	2.9%
Cc1ccc(-c2ccnc3nc(Sc4ncc(C(F)(F)F)cc4Cl)nn23)cc1	-3	3.1%
COc1ccc(C2CC(=O)c3cnc(N4CCc5ccccc54)nc3C2)c(OC)c1 (stereo not given)	3	3.3%
Cc1c(C(=O)OC2CCC(C)CC2)[nH]c2c1C(=O)CCC2 (stereo not given)	1	0.5%

Random excerpt: 4 compounds from above.
SMILES	RmlCD inh 1536	GlmU inhibition
CCc1ccc(Nc2nnc(SCC(=O)c3ccc4c(c3)NC(=O)CO4)s2)cc1	-51	1.7%
O=C(CN1CCOCC1)Nc1scc(-c2ccccc2)c1C(=O)N1CCOCC1	11	2.2%
Cc1c(C(=O)OC2CCC(C)CC2)[nH]c2c1C(=O)CCC2 (stereo not given)	1	0.5%
Cc1oc2nc(SCC(=O)NCc3cccnc3)nc(N)c2c1C	7	-1.8%

Further compounds.
SMILES	RmlCD inh 1536	GlmU inhibition
O=C(COC(=O)C12CC3CC(CC(O)(C3)C1)C2)NCCc1ccc(Cl)cc1	-7	-0.9%
CCOC(=O)c1nc(C)n(-c2cc(OC)c(Cl)cc2Cl)n1	-12	-0.6%
Cc1nc(NCc2ccco2)[nH]c(=O)c1CCC(C)C	-7	0.4%
CCOC(=O)CSCC(=O)Nc1c(C(=O)C2CC2)oc2ccccc12	.	-0.8%
CC1(C)CC(N2CCCC2)=CC(=[N+]2CCCCC2)C1	-12	4.0%
O=C(OCC(=O)N1CCN(C(=O)c2ccco2)CC1)c1cccc(S(=O)(=O)N2CCc3ccccc32)c1	11	-0.7%
Cc1ccc(C2=NOC3(CC(=O)N(c4ccccc4)C3=O)C2)cc1 (stereo not given)	6	1.1%
COCCOc1cc(NC(=O)CS(=O)(=O)CC(=O)N(C)C)c(Cl)cc1Cl	-10	-3.3%
C=CCNC(=O)C1CC2Cn3c(nc4cc5ccccc5cc43)C2N1C (stereo not given)	-6	-2.1%
Cc1nn(CC(=O)NNC(=O)c2ccccc2F)c([N+](=O)[O-])c1Br	10	0.1%
CCCCCC(=O)Nc1cccc(C2=NOC3(C2)C[C@H](C(N)=O)N(C(=O)COc2ccc(Cl)cc2)C3)c1 (stereo not given in full)	.	-2.1%
O=C(Nn1cnc2ccccc2c1=O)c1ccc([N+](=O)[O-])cc1Cl	-14	2.3%

Brought forward from above: 6 compounds; new compounds follow.
SMILES	RmlCD inh 1536	GlmU inhibition
Cc1ccc(C2=NOC3(CC(=O)N(c4ccccc4)C3=O)C2)cc1 (stereo not given)	6	1.1%
COCCOc1cc(NC(=O)CS(=O)(=O)CC(=O)N(C)C)c(Cl)cc1Cl	-10	-3.3%
C=CCNC(=O)C1CC2Cn3c(nc4cc5ccccc5cc43)C2N1C (stereo not given)	-6	-2.1%
Cc1nn(CC(=O)NNC(=O)c2ccccc2F)c([N+](=O)[O-])c1Br	10	0.1%
CCCCCC(=O)Nc1cccc(C2=NOC3(C2)C[C@H](C(N)=O)N(C(=O)COc2ccc(Cl)cc2)C3)c1 (stereo not given in full)	.	-2.1%
O=C(Nn1cnc2ccccc2c1=O)c1ccc([N+](=O)[O-])cc1Cl	-14	2.3%
CCN(CC)CC(=O)Nc1cccc(S(=O)(=O)N2CCCC2)c1	.	-3.7%
Cc1cccc(NC(=S)NCC(c2cccnc2)N2CCOCC2)c1C (stereo not given)	4	3.2%
CC(=O)COc1ccc2c(C)c(C)c(=O)oc2c1	-5	-6.0%
COC(=O)/C=C1/S/C(=N/NC(=O)c2ccc(Cl)cc2Cl)NC1=O	-14	-0.1%
O=C(CCN1C(=O)c2cccc3cccc(c23)C1=O)NC1CCS(=O)(=O)C1 (stereo not given)	6	2.7%
Cc1nc2cc(Nc3ccncc3)ccc2s1	21	0.4%
COc1ccc(NC(=O)Nc2cccnc2)cc1	-17	-4.4%
Cc1ccc(C(CCNC(C)c2cccs2)c2ccco2)cc1 (stereo not given)	-6	1.1%
COc1ccc(/C=N/Nc2nncc3ccccc23)c(OC)c1	.	1.5%
O=c1oc2cccnc2n1CCS(=O)(=O)c1ccc(F)cc1	-5	3.5%
CC(=O)c1c(-c2ccccc2)c2ccccc2[nH]c1=O	.	1.6%
CCOC(=O)/C=C/C(=O)N1CCc2ccccc21	-8	4.0%
Cc1cc(C(=O)OCC(=O)Nc2cccc(S(=O)(=O)N(C)C)c2)c2ccccc2n1	-9	-3.4%
CCOC(=O)c1sc(NC(=O)c2ccco2)c(C#N)c1C	.	5.0%
COc1ccc(C(=O)NNC(=O)OC(C)(C)C)cc1	-9	0.7%
O=C(NCc1ccc[n+](CCCCS(=O)(=O)[O-])c1)c1ccc(OC(F)F)cc1	8	0.6%
Cc1cccc(N(C(=O)Nc2ccc(Cl)cc2)C2=NCC(C)S2)n1 (stereo not given)	.	-6.5%
O=C1NC(=O)N(Cc2ccco2)C(=O)/C1=C/C=C/c1ccco1	.	3.8%
O=c1cc(-c2ccccc2[N+](=O)[O-])oc2ccccc12	-14	2.3%
COc1ccc(Br)cc1CN1CCN(C(=O)Cc2ccccc2)CC1	.	2.7%
Cc1cccc(NC(=O)CN2C(=O)NC(Cc3ccccc3)C2=O)c1 (stereo not given)	.	2.4%
OC1(c2ccccc2)c2ccccc2-c2ncccc21 (stereo not given)	-11	1.6%
CC1CCc2c(nc3ncnn3c2NCCN(C)C)C1 (stereo not given)	-14	-5.7%
O=C1C2C(C(=O)N1Cc1cccnc1)C1C=CC2C12CC2 (stereo not given)	7	1.8%
CN1CCc2c([nH]c3ccccc23)C1	2	-2.5%
CC(C)CCn1nnnc1CN1CCN(C(c2ccccc2)c2ccccc2)CC1	-17	-6.1%
CCOC(=O)Nc1ccc2c(c1)nc(CN1CCCCC1)n2C	4	-1.0%
CCn1cc(C(=O)O)c(=O)c2cnc(N3CCN(C(=S)Nc4ccccc4)CC3)nc21	3	4.1%
Nc1cccc2c1C(=O)N(Cc1cccc(Cl)c1)C2=O	9	-0.5%
O=C1c2ccsc2SCCN1Cc1ccccc1Cl	9	-2.3%
CCN(CC)CC(=O)Nc1c(Br)ccc2c1OCO2	7	-0.6%
CC1=NN(c2ccc(C)c(C)c2)C(=O)/C1=C\C=C\c1ccc([N+](=O)[O-])o1	2	3.2%
CCOc1ccc(/C(O)=C2/C(=O)C(=O)N(c3ncccn3)C2c2ccc(C)cc2)cc1 (stereo not given)	-4	8.1%
CCOC(=O)C1CCCN(C(=O)c2ccc(CS(=O)(=O)c3ccc(C)cc3)o2)C1 (stereo not given)	12	3.2%
COC(=O)Cc1c(C)c2ccc(OC(=O)c3ccccc3)cc2oc1=O	.	-6.1%
Cc1cccc(NC(=O)Cn2cnc3sc(C)c(S(=O)(=O)N4CCC(C)CC4)c3c2=O)n1	.	-1.8%
OCCC1CN(Cc2cccc3nccnc23)CCN1C1CCCC1 (stereo not given)	5	1.9%
CN(C)S(=O)(=O)c1cccc(NC(=O)CNC2CCCCC2)c1	6	-2.8%
Cc1nnc(-c2ccccc2)o1	.	-0.9%
Cc1cccc(C)c1OCC(O)CN (stereo not given)	-3	-2.1%
CCOC(=O)c1c(C)n(CC(O)CN(CC)CC)c2cc(Br)c(OC)cc12 (stereo not given)	4	-1.4%
CCCC(=O)Nc1c2c(nn1-c1ccc(OC)cc1)CS(=O)(=O)C2	18	0.5%
CC(=O)Nc1ccc(Sc2ccccc2C(=O)O)cc1	0	1.5%
CCOC(=O)C1CCCN(C/C=C/c2ccccc2[N+](=O)[O-])C1 (stereo not given)	.	-1.8%
C(=N\Nc1nc2ccccc2[nH]1)/c1cccs1	8	-3.9%
O=C(O)c1ccc(NC(=S)N2CCCCC2)cc1	-10	5.1%
S=C1NNC2(CC3CC2C2CCCC32)NN1 (stereo not given)	10	-3.0%
Cn1cc(Br)c(-c2cccc(N3C(=O)CC(C)(C)CC3=O)c2)n1	13	4.1%
COc1ccc(-c2noc(CCc3ccccc3)n2)cc1	7	-6.6%
O=c1c2ccccc2nc(SCc2nc3ccccc3s2)n1CCCO	6	-1.2%
O=S1(=O)Nc2c(ccc3cccnc23)-c2ccccc21	-3	7.1%
COCCN1CCn2c(nc3cc(Nc4nnc(C)c5ccccc45)ccc32)C1	.	-1.9%
Cc1c(Cl)cccc1Nc1nc(N)nc(CN2CCCCCC2)n1	20	1.3%
CN(C)CP(=O)(Nc1ccccc1)N(C)C (stereo not given)	5	-1.4%
c1ccc(Nc2c3c(nc4ncnn24)CCC3)cc1	-4	0.9%
Cc1cc2nnc(SCC(=O)Nc3cccc(S(=O)(=O)N4CCOCC4)c3)n2c2ccccc12	?	-5.7%
O=C(O)Cn1nnnc1SCC(=O)Nc1ccc(OC(F)(F)F)cc1	45	-2.3%
CCN(CC)Cc1cc(NC2=NS(=O)(=O)c3ccccc32)ccc1OC(=O)c1ccccc1	-3	-0.4%
CN1CCCC(OC(=O)c2cc(Cl)cc(Cl)c2)C1 (stereo not given)	.	-4.8%
C=CCc1cccc(CNc2nc3ccccc3n2C(C)C)c1O	-7	.

(listing goes on)
SMILES	RmlCD inh 1536	GlmU inhibition
CC(C)Cc1nnc(NC(=O)Nc2ccccc2)s1	-5	6.0%
COc1ccc(CNc2nc3c(c(=O)[nH]c(=O)n3C)n2CCCc2ccccc2)cc1	.	-4.8%
O=C(N/N=C/c1ccc([N+](=O)[O-])o1)c1cc2c(ccc3ccccc32)o1	5	-4.6%
CCc1ccc(C(=O)COc2ccc(NC(C)=O)cc2)cc1	3	4.8%
CCO[C@@H]1OC(C(N)=O)=C[C@H](c2coc3ccccc3c2=O)[C@H]1CCCO	.	1.7%
CC(=O)Nc1ccc(C(=O)CSc2nnc(-c3ccc(O)cc3)n2CC2CCCO2)cc1 (stereo not given)	.	2.0%
CS(=O)(=O)N1CCN(c2nc3ccc(Cl)cc3s2)CC1	-8	2.0%
COc1ccc2nc(N=Nc3c(O)ccc4ccccc34)sc2c1	-9	-3.4%
CC(=O)Nc1cccc(-c2cnc3ccccc3n2)c1	-5	4.2%
CCOC(=O)Cn1c(=O)oc2cc(S(=O)(=O)NC3CCCc4ccccc43)ccc21 (stereo not given)	.	-1.0%
CC(Cc1ccccc1)NCC(=O)Nc1cc(N(C)C)nc2ccccc12 (stereo not given)	.	-2.6%
Cc1c(NC(=O)C2(c3ccc(Cl)cc3)CCCC2)c(=O)n(-c2ccccc2)n1C	2	-2.9%
CN(Cc1ccccc1)c1nc2c(c(=O)[nH]c(=O)n2C)n1CCSc1nc2ccccc2[nH]1	.	-5.1%
NC(=O)c1cnn(-c2cccc(Cl)c2)c1N	8	-0.2%
O=Cc1ccc(-c2cccc(C(=O)O)c2)o1	-12	3.1%
Cc1cc(NC(=O)c2ccccc2F)n(C(C)(C)C)n1	22	2.2%
COc1cccc(CNC(=O)Cn2c(=O)oc3ccccc32)c1OC	15	5.5%
N#Cc1nc(COc2cccc(Cl)c2)oc1N1CCCC1	9	-9.5%
O=C(N/N=C/c1ccc2c(c1)OCCO2)c1ccncc1	4	-0.4%
CC(/C=C/c1ccc(Cl)o1)=C\C(=O)O	.	-1.6%
CC(=O)N(c1nc(/C=C\C(=O)O)cs1)c1ccccc1F	.	3.1%
CCN1c2ccccc2-c2nc3ccccc3n2C1c1cccnc1 (stereo not given)	.	-2.0%
CCc1ccc(CCC(=O)Nc2ccc(C)cc2C)o1	-9	3.4%
CC(=O)c1c(C)[nH]c(C(=O)CSc2nnc(N)s2)c1C	4	-3.2%

Entries of single compounds from above. Order of screens: RmlCD inh 1536 | GlmU inhibition
COc1cccc(CNC(=O)Cn2c(=O)oc3ccccc32)c1OC is listed with 15 | 5.5%
O=Cc1ccc(-c2cccc(C(=O)O)c2)o1 is listed with -12 | 3.1%
O=C(N/N=C/c1ccc2c(c1)OCCO2)c1ccncc1 is listed with 4 | -0.4%
NC(=O)c1cnn(-c2cccc(Cl)c2)c1N is listed with 8 | -0.2%

Of the compounds above, these have a cyano group.
SMILES	RmlCD inh 1536	GlmU inhibition
CCOC(=O)c1sc(NC(=O)c2ccco2)c(C#N)c1C	.	5.0%
N#Cc1nc(COc2cccc(Cl)c2)oc1N1CCCC1	9	-9.5%

Additional structures
SMILES	RmlCD inh 1536	GlmU inhibition
O=C(O)[C@H](Cc1ccccc1)NC(=O)N1CCN(c2cccc(C(F)(F)F)c2)CC1	29	-5.3%
CCN(CC)c1ccc(C=O)c(OC)c1	8	6.4%
COc1ccc(C(=O)C(OC(=O)c2ccccc2Cl)c2ccccc2)cc1 (stereo not given)	5	-3.0%
CCOc1cc(CNCCCN2CCOCC2)cc(Br)c1OCc1ccccc1Cl	-14	-7.9%
[O-]/C(=C(\C(=S)NCc1ccco1)[n+]1ccccc1)c1ccccc1Br	11	3.4%
N#Cc1cc(-c2cccc(Cl)c2)c[nH]c1=O	-2	11%

A portion of the library. The share of hits here may be higher or lower than overall.
